hK5 inh = kallikrein 5 (human) inhibition | recombinant hK5, fluorogenic AMC substrate cleavage | inhibition, % at 5 µM | hit rate 0.59% among 210,000 | AID 873;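 active = inhibition of 40% or more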;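 note: 0% = enzyme controls without compound and 100% = no-enzyme blanks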
Thrombin inh = thrombin (human) inhibition; P00734; alpha-thrombin, Boc-VPR-AMC fluorogenic substrate cleavage; inhibition, % at 5 µM; hit rate 0.26% among 220,000;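 active = inhibition at or above 40%; inactive = inhibition below 40%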;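 note: 0% = enzyme with no compound and 100% = wells without enzyme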
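Material: human alpha-thrombin protein; Also added: Boc-VPR-AMC substrate, 15 µM final; Timing: enzyme reaction carried out at room temperature; Signal: fluorescence, ex 355 nm, em 460 nm; Measure: % inhibition of thrombin; Controls: enzyme without compound as high, wells lacking enzyme as low.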
Hck Nef HTS = human Hck-Nef kinase inhibition. P08631. Recombinant Hck-YEEI plus Nef, Z-Lyte FRET kinase assay. inhibition, % at 20 µM. hit rate 0.68% among 220,000. AID 463187;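 active = Hck-Nef kinase inhibition above about 50%, limit read from the data; inactive = inhibition below that limit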;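 note: 0% = DMSO with Hck plus Nef and 100% = Hck alone without Nef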
Runt-CBFb FRET = Runt domain-CBFb interaction inhibition. Q01196+Q13951. Cerulean-Runt/Venus-CBFb FRET ratio 530/480, 1 h. inhibition, % at 20 µM. hit rate 0.46% among 220,000;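 active = inhibition over about 50% at 20 µM in the single-dose screen, limit read from the data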;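 note: 0% = DMSO wells and 100% = excess unlabeled CBFb competitor control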
Target sequence (Q01196 whole entry, looked up, the tested form may be a part): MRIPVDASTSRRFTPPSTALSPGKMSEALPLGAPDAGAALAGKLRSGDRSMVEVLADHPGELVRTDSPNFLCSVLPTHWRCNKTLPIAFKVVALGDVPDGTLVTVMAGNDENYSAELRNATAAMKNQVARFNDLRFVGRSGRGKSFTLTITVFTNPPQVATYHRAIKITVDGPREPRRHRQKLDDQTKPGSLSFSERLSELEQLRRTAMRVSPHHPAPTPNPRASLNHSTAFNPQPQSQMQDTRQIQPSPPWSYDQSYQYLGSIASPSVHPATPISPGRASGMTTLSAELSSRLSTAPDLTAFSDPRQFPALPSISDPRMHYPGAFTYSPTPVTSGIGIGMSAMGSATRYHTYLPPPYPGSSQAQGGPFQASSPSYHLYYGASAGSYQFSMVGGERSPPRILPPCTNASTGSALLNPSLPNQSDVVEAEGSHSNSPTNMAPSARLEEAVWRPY
Target sequence (Q13951 whole entry, looked up, the tested form may be a part): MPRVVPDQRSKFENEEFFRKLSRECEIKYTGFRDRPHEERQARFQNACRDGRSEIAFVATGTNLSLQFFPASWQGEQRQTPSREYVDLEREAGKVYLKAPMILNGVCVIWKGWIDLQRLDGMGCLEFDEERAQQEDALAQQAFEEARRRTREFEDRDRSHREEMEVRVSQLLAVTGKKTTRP
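Assay system: Cerulean-Runt domain fusion protein, energy donor; Signal: fluorescence energy transfer, 422 nm excitation, 530/480 nm emission; Timing: 1 h compound exposure, room temperature; Control set: unlabeled CBFb; Medium: Tris buffer pH 7.5 with salts and BSA; Compound: single test concentration of 20 µM, 1% DMSO final; Probe or stimulus: Venus-CBFb 100 nM.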
14-3-3 Bad inh = disrupts binding of bovine 14-3-3 zeta to phospho-Bad peptide. P63103. TR-FRET 14-3-3zeta/Dy647-pBad peptide displacement, 1 h. inhibition, % at 21.7 µM. hit rate 0.71% among 220,000. AID 781;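 active = inhibition above about 70%, limit read from the data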;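 note: 0% = full 14-3-3 plus peptide FRET controls and 100% = background without 14-3-3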
Target sequence (P63103 whole entry, looked up): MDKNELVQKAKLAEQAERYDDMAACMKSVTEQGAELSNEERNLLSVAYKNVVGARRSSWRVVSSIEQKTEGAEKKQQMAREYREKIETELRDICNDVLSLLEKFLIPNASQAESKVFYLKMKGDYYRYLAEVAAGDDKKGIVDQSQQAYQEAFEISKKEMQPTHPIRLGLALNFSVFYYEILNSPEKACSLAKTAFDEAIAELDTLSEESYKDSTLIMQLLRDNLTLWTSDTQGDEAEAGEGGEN
FXIIa inh 1536 = inhibitors of human coagulation factor XIIa. inhibition, % at 5 µM. purified FXIIa, Boc-QGR-AMC fluorogenic substrate, 2 h. hit rate 0.3% among 220,000. AID 800; in the data active = inhibition above about 40%;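 note: 0% = enzyme with no compound and 100% = blank without enzyme; many of its hits are not listed in these tables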
FXIa inh = inhibitors of human coagulation factor XIa; P03951; purified FXIa, Boc-Glu-Ala-Arg-AMC fluorogenic substrate; inhibition, % at 5 µM; hit rate 0.14% among 220,000;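 active = inhibition of at least 40%; inactive = inhibition below 40%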;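 note: fluorescence of freed AMC excited at 355 nm; 0% = enzyme without compound and 100% = no enzyme blank; many of its hits are not listed in these tables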
Runt-SMMHC FRET = inhibitors of human RUNX1 Runt domain binding to CBFb-SMMHC | Cerulean-Runt/Venus-CBFb-SMMHC FRET ratio 530/480, 1 h | hit rate 0.74% among 220,000 | inhibition, % at 20 µM | AID 1434 | Q01196+Q13951;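 active = mean inhibition across duplicate retests at 20 µM reaching about 50%, limit read from the data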;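 note: 0% = DMSO wells and 100% = wells with excess untagged CBFb-SMMHC; inhibitors lower the FRET ratio by blocking Runt binding to CBFb-SMMHC; some results filed as inactive read as strong as hits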
Wee1 stabilizer = human Wee1 degradation inhibition, primary screen; HeLa Luc-Wee1K328M stability, luciferase luminescence; 100% = proteasome inhibitor MG132 effect; P30291; hit rate 1.2% among 220,000; reporter increase, % at 5 µM;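 active = activation above the mean of all tested compounds plus 3 SD, set per screening run, cut at about 8.8% in these data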;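 note: cells exposed to compound for 20 h before luminescence read; 0% = DMSO alone and 100% = MG132 at 30 µM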
Numbers without * were called inactive; nt = no result given; [ ] = dose if it differs, or a comment.

SMILES | hK5 inh | Thrombin inh | Hck Nef HTS | Runt-CBFb FRET | 14-3-3 Bad inh | FXIIa inh 1536 | FXIa inh | Runt-SMMHC FRET | Wee1 stabilizer
O=C(NNC(=O)c1cccc(Br)c1)C(=O)N1CCCCC1 | -5 | -7 | -10 | -2 | -5[fluorescence artefact?] | 3 | -5 | 1 | 1
C/C(=N/NS(=O)(=O)c1ccccc1)c1ccc(NC(=O)C(F)(F)F)cc1 | -10 | 0 | 7 | -2 | 7 | 18 | 6 | 3 | 0
COc1ccc(N(CC(=O)NCCSc2ccccn2)S(C)(=O)=O)cc1 | -30 | 3 | -16 | 1 | -6 | 11 | -13 | -5 | -3
O=C(/C=C/c1ccc(Cl)cc1)Nc1ccc(N2CCCCC2)cc1 | -11 | 0 | 1 | 1 | 4 | 21 | 3 | -2 | -1
NC(=O)CN1CCOCCOCCN(CC(N)=O)CCOCC1 | -17 | -2 | 2 | 3 | -1 | 12 | 1 | -4 | -2
CCCCN1C(=S)NC[C@@H]1Cc1cccc2ccccc12 | 0 | -2 | 23 | 0 | -4 | 1 | 0 | -1 | nt
CC(C)CN(CC(C)C)c1nc(N)c(C#N)c(CC#N)c1C#N | -1 | -5 | 8 | -3 | 10 | 12 | 14 | -4 | -1
O=C(COc1cccc2c1CCN(Cc1ccccc1)C2=O)N1CCCCC1 | -1 | 0 | 22 | -1 | -15 | 5 | -2 | -2 | -4
Nc1ccc(C(=O)Nc2ccccc2C(=O)O)cc1 | -11 | 4 | 3 | 0 | 54 | 27 | 8 | -1 | -1
O=C(CCCCn1c(=O)c2ccccc2n(CC(=O)Nc2cccc(F)c2)c1=O)NCc1ccco1 | -10 | 0 | 0 | -3 | 8[fluorescence artefact?] | 3 | 2 | 4 | -2

Complete entries, quoted from the list. Values in the order: hK5 inh | Thrombin inh | Hck Nef HTS | Runt-CBFb FRET | 14-3-3 Bad inh | FXIIa inh 1536 | FXIa inh | Runt-SMMHC FRET | Wee1 stabilizer
Results for O=C(CCCCn1c(=O)c2ccccc2n(CC(=O)Nc2cccc(F)c2)c1=O)NCc1ccco1 : -10 | 0 | 0 | -3 | 8[fluorescence artefact?] | 3 | 2 | 4 | -2
Results for CCCCN1C(=S)NC[C@@H]1Cc1cccc2ccccc12 : 0 | -2 | 23 | 0 | -4 | 1 | 0 | -1 | nt
Results for O=C(/C=C/c1ccc(Cl)cc1)Nc1ccc(N2CCCCC2)cc1 : -11 | 0 | 1 | 1 | 4 | 21 | 3 | -2 | -1

The list continues:
SMILES | hK5 inh | Thrombin inh | Hck Nef HTS | Runt-CBFb FRET | 14-3-3 Bad inh | FXIIa inh 1536 | FXIa inh | Runt-SMMHC FRET | Wee1 stabilizer
COc1cc(CN2CCN(c3ccccc3F)CC2)cc(OC)c1O | -1 | -6 | 1 | -1 | 30 | 2 | -10 | 0 | 0
COc1ccc(CCNC(=O)CCNC(=O)c2ccc(Br)cc2)cc1OC | -4 | -7 | 0 | -2 | -2 | 13 | 8 | 0 | 2
COc1ccc(NC(=S)N/N=C/c2cccn2Cc2ccccc2F)cc1 | 0 | 1 | 19 | 2 | -17 | 6 | 0 | 3 | 2
NC12CC3CC(C1)CC(O)(C3)C2 | -18 | -10 | -1 | 2 | 3 | 7 | 6 | 2 | -2
CC(=O)Nc1ccccc1NC(=O)C(F)(F)F | -20 | 3 | 2 | -1 | 9 | 19 | 8 | 1 | -2
CCn1cc(C(=O)O)c(=O)c2cc(F)c(N3CCN(C(=S)NC(=O)c4ccccc4C)CC3)cc21 | 3 | 0 | 17 | -4 | -3 | 10 | 2 | -1 | 3
O=S(=O)(c1ccc(Br)s1)N1CCN(c2ncccn2)CC1 | 4 | 5 | 0 | 0 | -8 | 11 | 5 | 1 | 0
CNC(=S)Nc1cccc(C(=O)OC)c1 | 51* | 9 | 2 | -2 | -4 | 32 | 5 | 1 | -2
CN(CC(O)CON=C1c2ccccc2-c2ccccc21)S(=O)(=O)c1ccc(Br)cc1 (stereo not drawn) | 2 | -1 | 0 | -2 | 9 | 6 | 5 | -4 | -3
COc1ccc(CNC(=O)CCn2cccc2)cc1 | -21 | -5 | 2 | 2 | -11 | 12 | -4 | -1 | 4
Cc1ccc(S(=O)(=O)N(Cc2cc3cccc(C)c3[nH]c2=O)c2ccccc2)cc1 | -31 | -8 | 2 | 0 | -10 | 3 | -1 | 2 | 9.1*
O=c1ccc(Cc2ccc(Cl)cc2)n[nH]1 | -4 | 3 | -3 | 2 | -19 | 5 | -1 | -3 | -1
CC(Oc1ccc(F)cc1)C(O)CCN(C)C (stereo not drawn) | -5 | -6 | 28 | 1 | -9 | 11 | 1 | 2 | -1
Fc1ccc(N2CN(Cc3cccnc3)CNC2=S)cc1 | -8 | -8 | 5 | 0 | 6 | 8 | 1 | 1 | -3
Cc1ccc(NS(=O)(=O)c2cc(C(=O)OCC(=O)NCC3CCCO3)ccc2C)cc1 (stereo not drawn) | 6 | nt | 18 | 2 | 3 | 10 | 1 | 1 | 3
C/C(=C\C(=O)N1CCc2ccccc21)C(=O)O | 5 | 0 | 0 | -2 | 3 | 7 | 8 | -2 | -2
Cc1c(N2C(=O)CSC23C(=O)Nc2ccccc23)c(=O)n(-c2ccccc2)n1C (stereo not drawn) | 0 | -12 | 6 | -1 | -4[fluorescence artefact?] | 3 | 3 | 0 | 0
CCOc1ccc(Cc2n[nH]c(=S)n2Cc2ccccc2)cc1 | -6 | -6 | 32 | 3 | -12 | 8 | -4 | 15 | -4
CN1/C(=C/C(=O)CSc2ccccc2C(=O)O)C(C)(C)c2ccccc21 | 0 | -13 | 22 | 1 | -6 | 5 | -2 | 2 | -2
Cc1cc(C)n(CCC(=O)N/N=C/c2ccc(O)cc2)n1 | -5 | 4 | 1 | 0 | -1[fluorescence artefact?] | 9 | 0 | -6 | 2
c1ccc(C2=NNC(=NCc3ccc4c(c3)OCO4)SC2)cc1 | -9 | -14 | 1 | 3 | 3 | 7 | -3 | 4 | -1
CC(C)C(c1nnnn1Cc1ccccc1)N(CCCO)Cc1cc2cc3c(cc2[nH]c1=O)OCO3 (stereo not drawn) | -26 | -4 | 1 | 12 | 2 | 14 | 0 | 65 | -3
COc1ccccc1CC(=O)NNS(=O)(=O)c1ccc([N+](=O)[O-])cc1 | 6 | -16 | 21 | 1 | -4 | 7 | 1 | 2 | 2
COc1ccc(OC)c(C(c2nnnn2C(C)(C)C)N2CCc3ccccc3C2)c1 (stereo not drawn) | -7 | -2 | 0 | -1 | 60 | -2 | -6 | -3 | 1
CCC(C)c1ccc(O)c(N)c1 (stereo not drawn) | -7 | 3 | 1 | 25 | -6[fluorescence artefact?] | 17 | 5 | 31 | 2
Cc1ccc(OCCn2c(C)c(/C=N/n3cnnc3)c3ccccc32)cc1 | 5 | 3 | 0 | -1 | 1 | 17 | 6 | -5 | -3
CN1C(=O)N(C)C2CC1N(C)C(=O)N2C | -1 | 2 | 7 | 0 | 3 | 20 | 6 | 1 | 5
O=c1nc(/C=C/c2cccn2-c2ccc([N+](=O)[O-])cc2)cc(C(F)(F)F)[nH]1 | 7 | -4 | 33 | 5 | 12 | 12 | 6 | -17 | -2
O=C1Nc2ccc(Cl)cc2/C1=C/C1CC=CCC1 (stereo not drawn) | -10 | -9 | 2 | -3 | -2 | 2 | -1 | 1 | 1
COC(=O)/C(=C\c1ccc(O)cc1)c1nc2ccccc2[nH]1 | 2 | -3 | -2 | 22 | -6 | 8 | -2 | 30 | 1
CC(=O)N1CCCc2cc(S(=O)(=O)CCC(=O)N3CCN(c4ccccc4)CC3)ccc21 | -2 | -2 | 2 | 2 | -2 | 18 | -8 | 1 | 2
CCOC(=O)C1(O)CC(C)=NN1C(=O)c1cccc(Cl)c1 (stereo not drawn) | -16 | -4 | 1 | -1 | -9 | 12 | 8 | 0 | 6
CCOC(=O)N1CCN(c2nc(C)cc(C(F)(F)F)n2)CC1 | -53 | -4 | -14 | -4 | -4 | 11 | -1 | -1 | -2
COCCNC(=O)c1nc2ccccc2s1 | -17 | -7 | 4 | 0 | -1 | 5 | -1 | 1 | 0
O=C(Oc1ccc2ccc(OC(=O)N3CCOCC3)cc2c1)N1CCOCC1 | 7 | -7 | 0 | 0 | 6 | 1 | -5 | 0 | -1
COc1ccc(CNC(=O)C/C(C)=N/NC(=O)COc2ccc(C)cc2Br)cc1 | 0 | -2 | 15 | -6 | -5 | 6 | -2 | -3 | -3
CC(C)(C)OC(=O)NNC(=O)c1cccs1 | -3 | -8 | 23 | -1 | -12 | 7 | 1 | 1 | -1
O=C(Oc1ccc2c(=O)c(Oc3ccc4ccccc4c3)coc2c1)c1cccnc1 | -5 | -5 | 1 | -2 | -4 | 3 | 0 | 1 | 2
CCCS(=O)(=O)N1CCC(Cc2ccc(OC)cc2)(C(=O)OCC)CC1 | -4 | -18 | 21 | -2 | -8 | 2 | -4 | 0 | 1
CCOC(=O)c1c(-c2ccc(OC)cc2)nc2nonc2c1N | 8 | 2 | 2 | 1 | -2 | 12 | 7 | 2 | -1
Cc1ccc(S(=O)(=O)NC(=O)N2CCN(Cc3c(F)cccc3Cl)CC2)cc1 | -2 | -7 | 9 | -1 | -5 | 2 | 0 | -9 | -3
Cn1ccnc1SCC(=O)Nc1cc(C(F)(F)F)ccc1N1CCOCC1 | -6 | -2 | 5 | -2 | -12 | 11 | -1 | -2 | 3
Cc1cc(C)n(CCCN2C(=O)c3cccc4cccc(c34)C2=O)n1 | -14 | 2 | -2 | -2 | 15 | 6 | -1 | 0 | -4
CN1CCN(C2=C(Cl)C(=O)N(c3ccc(Cl)c(Cl)c3)C2=O)CC1 | -12 | -3 | -3 | 12 | -10 | 5 | 5 | 23 | -2
CN1CCCN(C(=O)c2cc(=O)[nH]c3ccccc23)c2nc3ccccc3nc21 | 1 | -7 | 1 | 3 | -9 | -12 | -8 | 3 | -2
Cc1ccccc1Cn1cc(NC(=O)COc2ccccc2)cn1 | 11 | 2 | 2 | -3 | -8 | 24 | 4 | 1 | -3
COC(=O)c1cccc(-n2[nH]nnc2=S)c1 | -3 | -2 | 1 | nt | -16 | 5 | -3 | -19 | 2
Cc1ccc2c(c1)N(C(C)C(=O)NCc1ccc3c(c1)OCO3)C(=O)CO2 (stereo not drawn) | 5 | 3 | 27 | 1 | 5 | 9 | 4 | -3 | -1
Nc1cc(S(=O)(=O)N2CCCCC2)ccc1Oc1ccccc1 | -19 | 3 | -2 | 1 | -8 | -4 | -4 | 1 | 2
CC(=O)C1=C(O)C(=O)N(Cc2ccccc2)C1c1ccccc1F (stereo not drawn) | -16 | 1 | -20 | 3 | 44 | 18 | 14 | 3 | -1
COc1ccc(C(=O)C2CCCN(C(=O)CCc3scnc3C)C2)c(C)c1 (stereo not drawn) | nt | -9 | 2 | 0 | 1 | 7 | -1 | -1 | 2
CC(=O)c1ccc(NC(=O)N2CCN(c3cccc(Cl)c3)CC2)cc1 | -13 | -4 | 7 | 0 | -1 | 14 | 6 | 1 | 5
Cn1c(=O)cc(OCCCC(=O)NCc2cccnc2)c2ccccc21 | -5 | 5 | 25 | -1 | -5 | 3 | -5 | -1 | -3

Bioassay records deposited in PubChem BioAssay by several laboratories.
